Screens as filed in PubChem BioAssay.
GPR7 antag: GPR7 receptor antagonists, primary screen, cell-based, fluorescence, single concentration; Neuropeptides B/W receptor type 1 (Homo sapiens), P48145; GPR7-expressing cells, fluorescence antagonist assay; inhibition, % at 4.4 µM; hit rate 1.1% among 290,000; AID 1861, 2009; in the data active = inhibition above about 16%, passing the limit was not always enough;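 note: cells stimulated with the agonist NPW; 0% = agonist with vehicle and 100% = vehicle without agonist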
Target sequence (P48145 whole entry, looked up): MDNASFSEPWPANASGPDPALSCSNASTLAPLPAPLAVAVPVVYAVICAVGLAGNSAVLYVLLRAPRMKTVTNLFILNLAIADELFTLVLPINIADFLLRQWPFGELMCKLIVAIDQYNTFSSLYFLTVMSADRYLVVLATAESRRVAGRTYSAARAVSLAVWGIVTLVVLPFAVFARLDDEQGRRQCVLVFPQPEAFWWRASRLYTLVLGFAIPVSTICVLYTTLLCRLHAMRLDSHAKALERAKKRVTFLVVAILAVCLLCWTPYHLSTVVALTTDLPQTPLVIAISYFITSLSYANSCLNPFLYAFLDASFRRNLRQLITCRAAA
MEKK2mut PB1 HTS: MEK5 binding signal on mutant MEKK2 PB1, primary screen, biochemical, multiplex bead flow cytometry, Alexa488-MEK5 | Alexa488-MEK5 binding to MEKK2 mutant | percent response, % at 10 µM | hit rate 0.35% among 290,000; in the data active = percent response above about 24%, passing the limit was not always enough; note: inactives centre near 1; some results filed as inactive read as strong as hits; reference of the scale not given here
V1R ag counter: agonists of human V1a receptor, primary screen, counter-screen for OXTR agonist project, fluorescence, CHO-V1R cells | Vasopressin V1a receptor (Homo sapiens), P37288 | Fluo-8 calcium fluorescence, agonist mode; 0% DMSO, 100% 3 nM vasopressin | activation, % at 3 µM | hit rate 0.25% among 320,000 | AID 2797, 2010;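 active = activation above the mean activation of all tested compounds plus 3 SD, per screening run, cut at about 20% in these data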;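 note: signal is peak over basal fluorescence ratio across a 100 second FLIPR read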
GalR3 antagonist: GalR3 antagonists in HEK293 cells, primary screen, cell-based, fluorescence readout | HEK293 GalR3-CNG cAMP membrane potential fluorescence; galR3 body fused to GalR1 C-terminus | Galanin receptor type 3 (Homo sapiens), O60755 | inhibition, % at 3 µM | hit rate 0.44% among 360,000;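 active = inhibition above the screen-wide average plus 3 SD, cut at about 13% in these data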;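 note: forskolin and galanin both at EC90 stimulate the cells; cAMP rise reported by CNG channel membrane potential dye signal; 0% = forskolin plus galanin with DMSO and 100% = forskolin alone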
Target sequence (O60755 1-299 limits assumed): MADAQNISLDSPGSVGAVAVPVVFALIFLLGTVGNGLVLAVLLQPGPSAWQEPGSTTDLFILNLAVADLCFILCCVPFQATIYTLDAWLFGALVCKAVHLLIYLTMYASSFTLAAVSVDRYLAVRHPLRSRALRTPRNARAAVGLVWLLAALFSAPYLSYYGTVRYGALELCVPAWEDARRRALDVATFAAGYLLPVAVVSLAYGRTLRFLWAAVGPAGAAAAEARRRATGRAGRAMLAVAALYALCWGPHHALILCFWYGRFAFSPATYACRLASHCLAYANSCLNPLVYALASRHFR
M18AAP inhibitor: PfM18AAP inhibitors, malaria aminopeptidase, primary screen, biochemical, QFRET, recombinant enzyme; M18 aspartyl aminopeptidase (Plasmodium falciparum 3D7); H-Glu-NHMec fluorogenic cleavage; inhibition, % at 7.35 µM; hit rate 1.2% among 290,000; AID 1822, 2009;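 active = inhibition above the campaign mean inhibition over all tested compounds plus 3 SD, cut at about 28% in these data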;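 note: 0% = plate median of test compound wells and 100% = 2 mM ZnCl2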
OXTR potentiate: human OXTR potentiators, primary screen, fluorescence, CHO-OTR cells, Fluo-8 calcium; AID 2445, 2010; Fluo-8 calcium fluorescence, potentiator mode; 0% = oxytocin EC15, 100% = EC100; hit rate 0.061% among 320,000; Oxytocin receptor (Homo sapiens), P30559; activation, % at 3 µM;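 active = activation above that plate's cutoff, the mean activation of tested compounds plus 3 SD, cut at about 6.6% in these data, passing the limit was not always enough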;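 note: 100% uses oxytocin at 75 nM as the full agonist control; some results filed as inactive read as strong as hits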
Target sequence (P30559 whole entry, looked up): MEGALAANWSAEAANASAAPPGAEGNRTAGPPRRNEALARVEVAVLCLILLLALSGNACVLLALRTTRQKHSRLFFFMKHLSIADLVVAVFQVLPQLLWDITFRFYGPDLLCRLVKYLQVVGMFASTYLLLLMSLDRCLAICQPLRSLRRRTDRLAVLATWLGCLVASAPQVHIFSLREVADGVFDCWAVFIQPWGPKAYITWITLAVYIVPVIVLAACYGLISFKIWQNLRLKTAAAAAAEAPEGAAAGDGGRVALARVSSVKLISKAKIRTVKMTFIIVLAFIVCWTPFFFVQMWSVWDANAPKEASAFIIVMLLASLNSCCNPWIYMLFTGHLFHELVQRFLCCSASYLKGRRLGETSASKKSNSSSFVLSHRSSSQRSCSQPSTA
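Assay system: CHO-OTR cells, human receptor / Also added: oxytocin at about EC15, sub-maximal agonist stimulus / Dosing: single dose, 3.0 µM nominal final compound concentration / Incubation: 6 min pre-incubation, 100 s read / Technique: Fluo-8 calcium dye fluorescence / Read-out: % activation vs EC15 and EC100 oxytocin / Benchmarks: EC15 oxytocin low, 75 nM oxytocin high / Replicates: singlicate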
NALP1 yeast inh: NALP1 inflammasome inhibitors in reconstituted yeast, colorimetric, S. cerevisiae, triplicate retest. S. cerevisiae NALP1/ASC/caspase-1 growth, X-gal OD620, 72 h. inhibition, % at 10 µM. hit rate 0.61% among 280,000. AID 2071, 2009; in the data active = inhibition mostly above about 24%, no sharp cut-off; inactive = mostly below about 32%; note: some compounds called inactive have numbers as strong as hits
MEKK2wt PB1 HTS: modulators of MEK5 binding to wildtype MEKK2, primary screen, biochemical, multiplex bead flow cytometry, Alexa488-MEK5; binding response (% of control), % at 10 µM; Mitogen-activated protein kinase kinase kinase 2 (Homo sapiens), Q9Y2U5; Alexa488-MEK5 binding to MEKK2 WT; actives lie on both sides; hit rate 1.1% among 290,000; in the data active = binding response below about 67% or above about 130%
OXTR agonist: human OXTR agonists, primary screen, fluorescence, CHO-OTR cells, Fluo-8 calcium; Oxytocin receptor (Homo sapiens), P30559; Fluo-8 calcium fluorescence; normalized: DMSO 0%, oxytocin 100%; activation, % at 3 µM; hit rate 0.32% among 320,000; AID 2435, 2010;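 active = activation above the mean of all tested compounds plus 3 SD, cutoff set per screening run, cut at about 20% in these data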;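 note: peak over basal fluorescence ratio from a 100 s FLIPR kinetic read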
Starred values were filed as active, the others as inactive; / = no result given.

Every second line gives: GPR7 antag	MEKK2mut PB1 HTS	V1R ag counter	GalR3 antagonist	M18AAP inhibitor	OXTR potentiate	NALP1 yeast inh	MEKK2wt PB1 HTS	OXTR agonist
1. O=C(c1cccc(OC2CCN(Cc3cccc(OCCO)c3)CC2)c1)N1CCCC1
→ -9.3	10.0	0.4	-4.4	-8.0	-5.4	15.7	126.0	-0.7
2. CCCCCC(=O)Nc1cc(S(=O)(=O)N2CCCCC2)ccc1N1CCOCC1
→ -5.3	2.0	-0.3	1.0	4.4	0.1	-3.8	100.0	-1.2
3. COc1ccc(C2/C(=C(/O)c3ccc(C)cc3)C(=O)C(=O)N2C)c(OC)c1 (configuration not stated)
→ 2.1	6.0	-0.7	-4.1	7.5	-0.6	11.2	110.0	-0.1
4. Cn1c(=O)c2c(nc(NCc3ccco3)n2C)n(C)c1=O
→ -6.9	-2.0	-0.5	-7.9	-14.6	-2.4	-3.4	96.0	0.4
5. CCN(CC)S(=O)(=O)c1ccc(C(=O)Nc2ccc(Cc3ccncc3)cc2)cc1
→ 20.9	-13.0	13.1	33.5*	-0.3	-22.0	-12.2	86.0	14.9
6. COc1ccccc1Nc1nc(NCc2ccco2)c2ccccc2n1
→ -5.5	42.0	-0.2	-2.2	1.6	-7.9	-5.1	177.0*	-2.5
7. COc1ccc(Cc2nnc(NS(=O)(=O)c3ccc(Cl)cc3)s2)cc1OC
→ -4.4	-4.0	0.7	-0.8	-4.5	-1.9	-0.7	94.0	-0.4
8. COc1ccc(C(=O)C2CCN(CC(=O)Nc3ccccc3F)CC2)cc1
→ -3.6	-4.0	1.9	-7.9	0.4	-3.3	5.5	100.0	1.4
9. Cc1cc(NC(=O)C(C)C)ncc1NC(=O)CCc1ccccc1
→ -2.5	11.0	0.3	-0.2	-0.2	-20.4	/	109.0	-0.1
10. C=CCC1(C#N)C(SC)=NC2=C(C(=O)CC(C)(C)C2)C1c1ccc(Br)cc1 (configuration not stated)
→ -16.5	1.0	-1.0	-4.7	-6.3	-3.5	8.1	99.0	-2.2
11. COc1ccc(C(N)=S)c(OC)c1
→ -4.5	-2.0	0.3	-6.3	0.6	-8.4	15.0	100.0	-0.6
12. Oc1cccc2ccc[n+](CC(O)Cn3c4ccccc4c4ccccc43)c12 (configuration not stated)
→ 17.1	1.0	1.2	-5.4	3.5	-3.8	8.9	115.0	1.5
13. O=C(OCC(=O)N1CCCC1)c1cccc(Br)c1
→ -5.4	-7.0	0.6	-8.4	-2.3	2.8	22.6	96.0	0.6
14. CCCCOc1ccc(C(=O)CCN2CCOCC2)cc1
→ -3.5	0.0	0.6	-2.1	-5.0	-1.7	20.0	115.0	0.7
15. COc1ccc(N2CCN(C(=O)COC(=O)/C=C/c3ccc(OC(F)F)cc3)CC2)cc1
→ /	/	5.0	-6.9	/	-9.6	/	/	4.4
16. CCOc1ccc(-c2ccc(SCC(=O)Nc3nnc(CC)s3)nn2)cc1
→ -17.1	4.0	-0.5	1.6	0.4	-8.4	2.0	100.0	-1.6
17. O=C(CSc1n[nH]c(-c2ccncc2)n1)Nc1ccc(Cl)c(C(=O)O)c1
→ -0.1	1.0	-0.1	-4.0	-4.3	-16.6	6.7	103.0	1.1
18. CC(C)Cn1c(N)c(C=O)c(=O)[nH]c1=O
→ -1.7	0.0	-0.1	-4.7	-1.1	3.0	6.5	101.0	0.9
19. Cc1noc(C)c1COc1cccc(C(=O)Nc2ccccc2N2CCOCC2)c1
→ -2.2	3.0	0.1	-3.4	-3.8	2.0	21.4	103.0	-1.9
20. O=C(COc1ccccc1)N1CCN(C(=O)c2cccs2)CC1
→ -5.8	-8.0	1.2	-3.1	-10.1	-2.8	9.6	95.0	0.6
21. FC(F)Sc1ccc(NC(=S)NC2CCCCC2)cc1
→ -2.4	-10.0	10.0	-3.0	-9.4	-12.1	-8.5	98.0	9.7
22. O=C(NCCOc1ccccc1F)C1CC(=O)N(Cc2ccccc2)C1 (configuration not stated)
→ /	/	0.4	-6.2	/	9.3	/	/	1.6
23. COc1ccc2nc(C)cc(SCC(NC(C)=O)C(=O)OC(C)C)c2c1 (configuration not stated)
→ -3.9	-16.0	-0.7	-4.4	-6.4	-13.3	26.7	94.0	-1.0
24. COC(=O)c1ccc(C(=O)OC)c(NC(=O)CS(=O)(=O)Cc2ccccc2)c1
→ -3.9	8.0	-1.3	-1.1	1.9	-10.3	15.4	106.0	-2.5
25. COc1ccc(C(=O)CN2C3=NCCCN3c3ccccc32)cc1OC
→ -10.0	-1.0	0.3	-0.5	-4.3	-2.5	22.3	98.0	-1.3
26. Fc1cc(Br)ccc1COc1ccc(-c2nnco2)cc1
→ -12.0	4.0	2.3	-3.7	-4.0	-7.0	2.7	101.0	-0.6
27. COc1ccc(C[C@@H]2CN3C(=NC[C@@H]3C)N2C[C@H](C)NC(=O)c2ccc(C)c(Br)c2)cc1
→ 7.8	13.0	0.1	-6.2	9.1	-5.2	3.7	118.0	-0.1
28. Cc1csc(NC(=O)c2ccncc2)n1
→ -12.1	8.0	-0.3	-0.6	11.6	1.5	6.4	99.0	0.6
29. CCCCNC(=O)CS(=O)Cc1nc(-c2cccs2)oc1C (configuration not stated)
→ -7.5	11.0	-0.6	/	-8.7	-0.5	-22.2	104.0	-1.6
30. CSc1nnc(-c2ccc(S(=O)(=O)N3CCOCC3)cc2)n1CC1CCCO1 (configuration not stated)
→ -8.7	-6.0	0.3	4.3	-0.1	-0.7	12.8	95.0	0.9
31. NC(=O)Cc1ccc(C(=O)c2ccc(Cl)cc2Cl)s1
→ -13.3	-3.0	0.3	-6.3	-1.8	-1.2	11.0	98.0	0.5
32. Cc1ccccc1NC(=O)c1cnn(-c2ccccc2)c1C
→ 10.4	1.0	1.5	-3.7	11.7	-22.2	28.5	102.0	0.4
33. O=C(CSc1nc(O)cc(=O)[nH]1)C1CC1
→ -10.3	8.0	0.2	-3.7	1.5	-6.6	16.2	111.0	-0.4
34. O=C(NCc1ccccc1Cl)C1CCN(S(=O)(=O)c2ccc(-n3cnnn3)cc2)CC1
→ 5.2	5.0	1.9	-5.7	0.2	-11.8	8.1	99.0	2.8
35. CCNc1nc(NCC)nc(Nn2cnnc2)n1
→ -4.2	14.0	0.4	-5.9	31.9*	2.4	-18.0	105.0	1.2
36. O=C1CCCC(=O)N1c1ccc(N2CCN(c3ccc([N+](=O)[O-])cc3)CC2)c([N+](=O)[O-])c1
→ -1.9	0.0	2.3	/	-0.8	-1.4	32.1	103.0	0.5
37. COC(=O)c1cc(C#N)c(Oc2ccc(F)cc2)nc1C
→ -8.0	0.0	-1.0	-3.5	6.3	-3.3	-8.3	102.0	-2.8
38. N#C/C(=C/c1ccc(N2CCCCCC2)o1)c1ccc(Cl)cc1
→ 1.2	98.0*	1.2	/	-14.3	1.8	18.1	65.0	1.9
39. CC(=O)Nc1ccc(CN2CCN(CC(C)C)C(CCO)C2)cc1 (configuration not stated)
→ -4.9	4.0	-0.2	-4.9	0.1	-13.9	-6.0	104.0	-0.4
40. COc1cc(/C=C(\C#N)c2nc3ccccc3[nH]2)cc(OC)c1O
→ 3.3	-5.0	28.9*	-0.9	9.2	-10.2	-5.7	96.0	27.6*
41. O=C(CC1(C(=O)O)CCCC1)N1CCOCC1
→ -2.7	-4.0	0.1	0.0	-5.8	-2.5	-7.7	96.0	0.1
42. CC(Cc1ccccc1)NC(=O)CN1C(=O)c2ccccc2S1(=O)=O (configuration not stated)
→ 4.3	7.0	0.7	-4.1	2.5	-14.5	1.7	108.0	0.9
43. CC(C)CSc1nc2c(=O)[nH][nH]c(=O)c2n1Cc1ccccc1
→ -5.4	7.0	-0.3	-1.2	-2.0	-0.5	8.4	99.0	-0.6
44. CN1CCN(C(=O)/C(=C/c2cn(S(=O)(=O)N(C)C)c3ccccc23)NC(=O)c2ccccc2Cl)CC1
→ 18.3	-6.0	0.3	0.5	0.5	-7.1	-3.0	99.0	-0.1
45. COc1cc(C(=O)Nc2ccc(F)cc2Cl)ccc1OCC(=O)N1CCOCC1
→ /	/	0.1	0.8	/	-10.4	/	/	0.8
46. O=S(=O)(c1ccc(Br)cc1)N1CCN(c2ccc3nnc(-c4ccccc4)n3n2)CC1
→ -4.1	9.0	0.6	6.2	0.9	-4.4	-8.4	108.0	-0.1
47. COc1ccc(C(=O)NNC(=O)C2CCN(S(=O)(=O)c3ccc(C)cc3)CC2)cc1
→ -10.1	2.0	1.6	-6.7	-5.1	-2.7	-4.7	103.0	-1.9
48. C=CCn1c(SCc2nnc(-c3ccccc3)o2)nnc1C(O)c1ccccc1 (configuration not stated)
→ -6.3	5.0	0.9	-1.8	-1.6	2.0	/	109.0	1.2
49. COc1cc2cc(C)c(SCC(=O)N3CCOCC3)nc2cc1OC
→ -4.2	-1.0	0.1	1.3	-3.1	-4.2	5.2	102.0	-0.8
50. CCn1c(SCC(=O)Nc2oc(-c3ccccc3)c(-c3ccccc3)c2C#N)nnc1-c1ccncc1
→ 0.1	3.0	1.5	-6.6	11.7	-6.9	13.2	100.0	0.4
51. COc1ccccc1CSc1nc2c(c(=O)n(C)c(=O)n2C)n1C
→ -3.1	-1.0	/	-11.5	6.8	/	4.6	99.0	/
52. Cc1ccc(NC(=O)CCCn2c(=S)[nH]c3ccsc3c2=O)cc1C
→ 14.6	5.0	-1.7	-7.7	1.6	-11.5	-21.6	105.0	-2.1
53. CNC(=O)c1ccc(NC(=O)Cc2ccc(S(=O)(=O)N3CCOCC3)s2)cc1
→ /	/	-0.1	-2.8	/	-1.1	/	/	1.5
54. O=C(CN1CCN(S(=O)(=O)N2CCCCCC2)CC1)Nc1ccc(Br)cc1
→ -14.2	-3.0	6.6	0.1	3.1	-5.0	10.0	96.0	4.1
55. CNc1ccc(Cl)nn1
→ -8.5	-16.0	0.4	-0.6	-15.3	-11.2	2.3	80.0	0.0
56. COC(=O)Cn1c2c(c3cc(C)ccc31)CCCC2
→ /	3.0	-1.1	-0.5	/	2.8	14.8	97.0	-1.0
57. Cc1cc(=O)oc2cc(OCC(=O)Nc3ccc(N4CCC(C)CC4)cc3)ccc12
→ -0.5	4.0	3.0	-5.0	11.7	-2.1	6.7	99.0	-0.9
58. c1ccc(SCc2cn(C[C@H]3CC[C@@H]([C@@H]4CC[C@H](Cn5cc(CSc6ccccc6)nn5)O4)O3)nn2)cc1
→ 12.5	8.0	5.5	-4.0	9.6	-10.3	2.3	99.0	0.1
59. O=C(Nc1cc(S(=O)(=O)N2CCOCC2)ccc1N1CCOCC1)c1ccccc1Cl
→ /	/	3.8	-7.6	/	-5.5	/	/	-1.3
